Source: PubChem BioAssay
BRCA1 expr up: activators of BRCA1 expression. MCF7-BRCA1-FFLuc reporter, luminescence, 48 h; response scale: scaled: vehicle 0%, 10 µM genistein 100%. Potency, µM (doses to about 46.1 µM), without a hit: top-dose activation, usual class: activators. 1.1% of 380,000 active; note: nearly all actives have a fitted effect of over 80% in size; some results filed as inactive show a strong effect at the top dose
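MCF7-BRCA1-FFLuc, 2000 cells/well; 2 h attach, 37 °C/5% CO2; compound 48 h; luciferase substrate 15 min; luminescence end-point. Norm. to genistein 10 microM max activation and DMSO; concentration-response curves fitted.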
ELG1 genotox: genotoxicity induction in ELG1-luciferase HEK293T cells. Potency, µM (doses to about 46 µM), for the others: at the highest dose activity change, positive = activation, hits mostly activators. AID 504466. 1.3% of 330,000 active. HEK293T ELG1-luciferase reporter, luminescence, 16 h; note: % of control where 0% means no effect; nearly all actives have a fitted effect of over 60% in size
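Screening used a luciferase reporter fused to human ELG1 in HEK293T cells. Luminescence was read on a CCD plate imager after 16 hr exposure and 30 min ONE-Glo incubation.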
FLuc modulator: inhibits or activates purified firefly luciferase, miR-21 counter-screen; P08659; purified FLuc, Km substrates, luminescence inhibition; Potency, µM (series often up to 57.5 µM), for inactives: top-dose activity change, negative = inhibition, most hits filed as inhibitors; 6.9% of 360,000 active; AID 588342;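 note: plate controls were vehicle for no effect and reference inhibitor for full effect; nearly all actives have a fitted effect of over 55% in size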
Target sequence (P08659 whole entry, looked up): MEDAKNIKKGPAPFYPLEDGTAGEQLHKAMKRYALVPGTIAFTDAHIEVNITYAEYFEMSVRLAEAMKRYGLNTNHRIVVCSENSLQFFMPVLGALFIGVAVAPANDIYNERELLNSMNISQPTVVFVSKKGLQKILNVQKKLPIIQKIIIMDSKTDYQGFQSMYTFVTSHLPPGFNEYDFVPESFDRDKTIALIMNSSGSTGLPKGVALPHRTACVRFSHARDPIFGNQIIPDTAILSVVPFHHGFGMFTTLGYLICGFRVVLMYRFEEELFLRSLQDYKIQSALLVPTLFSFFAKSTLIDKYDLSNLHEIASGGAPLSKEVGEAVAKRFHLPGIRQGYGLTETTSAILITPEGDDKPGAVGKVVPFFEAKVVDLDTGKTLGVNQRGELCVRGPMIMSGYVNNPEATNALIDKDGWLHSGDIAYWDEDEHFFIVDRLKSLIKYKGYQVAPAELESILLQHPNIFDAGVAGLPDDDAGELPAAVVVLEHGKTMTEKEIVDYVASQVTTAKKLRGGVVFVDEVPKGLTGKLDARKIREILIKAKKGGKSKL
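Biochemical qHTS of compounds, final roughly 60 µM downward over six points, against 10 nM purified firefly luciferase using Km concentrations of substrates (10 uM D-luciferin, 10 uM ATP) in Tris acetate pH 7.5 buffer; luminescence output.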
VP16 counter: Gal4-VP16 reporter inhibition counter-screen. 3.5% of 310,000 active. Potency, µM (series often up to 53.6 µM), for inactives: at the highest dose activity, negative = inhibition, most hits filed as inhibitors. Drosophila S2 Gal4-VP16 UAS-luciferase, luminescence, 20 h. AID 2546;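 note: Gal4-VP16 expression switched on by copper sulfate through the metallothionein promoter; % is set by controls: 0 for no effect and ±100 for the full control effect; nearly all actives have a fitted effect of over 50% in size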
p53 reactivation: re-activators of mutant p53. H1299 p53-A138V BP100-luciferase reporter, luminescence, 24 h. Potency, µM (series often up to 92.2 µM), for the others: top-dose activity change, positive = activation, actives largely listed as activators. 0.063% of 320,000 active. AID 504706; note: % of control where 0% means no effect; nearly all actives have a fitted effect of over 45% in size
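p53-null H1299 cells stably carrying temperature-sensitive p53-A138V and a BP100-luciferase reporter were pinned with compounds (4-point, 1:5 series) and held 24 hrs at 37 deg C. Luminescence was read 10 min after detection reagent.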
MBNL1-CUG inh: blocks human MBNL1 binding to CUG repeat RNA; Potency, µM (series often up to 57.5 µM), for the others: top-dose activity change, negative = inhibition, actives largely listed as inhibitors; AID 2675; 0.036% of 280,000 active; TR-FRET MBNL1-His/biotin-(CUG)12 binding, 665/545 ratio; Q9NR56; active = well fitted inhibition curve with a large enough effect in the signal ratio, with a control signal flat, not every such curve was filed as active; inconclusive = small, poorly fitted or top-dose-only effect, or effect the other way, or a change in a side signal; inactive = no such curve, though single readings can be large or run the other way; the % refers to the signal ratio; note: % is set by controls: 0 for no effect and ±100 for the full control effect
Target sequence (Q9NR56 whole entry, looked up): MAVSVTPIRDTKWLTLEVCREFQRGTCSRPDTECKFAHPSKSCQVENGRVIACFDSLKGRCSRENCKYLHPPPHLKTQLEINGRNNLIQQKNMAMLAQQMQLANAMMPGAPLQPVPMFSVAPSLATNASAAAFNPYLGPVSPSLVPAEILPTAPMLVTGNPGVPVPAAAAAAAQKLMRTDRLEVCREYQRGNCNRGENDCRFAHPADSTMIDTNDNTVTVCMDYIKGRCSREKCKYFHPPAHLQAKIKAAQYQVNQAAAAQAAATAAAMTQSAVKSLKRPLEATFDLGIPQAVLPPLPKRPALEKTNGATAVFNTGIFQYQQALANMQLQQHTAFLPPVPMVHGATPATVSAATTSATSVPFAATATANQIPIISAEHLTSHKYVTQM
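TR-FRET readout: Ex 340 nm, 665/545 nm emission ratio, normalized to buffer-only (basal) and MBNL1-(CUG)12 controls. Complex of MBNL1-His with Biotin-(CUG)12, compounds 92 nM–58 uM, incubated 60 min at room temperature.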
Rab9 prom act: Rab9 promoter activation. Huh7 Rab9 promoter-luciferase reporter, luminescence, 24 h. Potency, µM (doses to about 9.22 µM), for inactives: at the top dose activation, negative = inhibition, actives largely listed as activators. 2.8% of 320,000 active. AID 485297; note: % of control where 0% means no effect; nearly all actives have a fitted effect of over 60% in size
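Stable Rab9-luc Huh7, 1500 cells/well, 2 h settle; cmpd in DMSO, 24 h, 37 °C/5% CO2; luciferase reagent 10 min RT; luminescence.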
uPA generation: inhibitors of cell surface uPA generation; cell surface uPA generation assay, qHTS; Potency, µM (series often up to 38.3 µM), without a hit: at the top dose activity change, negative = inhibition, usual class: inhibitors; 0.31% of 330,000 active; active = well fitted inhibition curve with a large enough effect; inconclusive = small, poorly fitted or top-dose-only effect; inactive = no such curve, though single readings can be large or run the other way; tested in mouse RAW 264.7 cells; note: % is set by controls: 0 for no effect and ±100 for the full control effect; nearly all actives have a fitted effect of over 55% in size
RORgamma inh: blocks mouse ROR gamma transcriptional activity; P51450; Drosophila S2 Gal4-RORgamma UAS-luciferase reporter, 20 h; Potency, µM (titrated, usually from 53.6 µM), for the others: at the top dose activity change, negative = inhibition, usual class: inhibitors; 5.4% of 310,000 active; note: % is set by controls: 0 for no effect and ±100 for the full control effect; nearly all actives have a fitted effect of over 60% in size
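Schneider cells (Drosophila), stable Gal4 DBD–ROR gamma + UAS-luc; 1 hr cmpd preincubation; Cu2+ induction 700 uM final; 20 hr ambient; luminescence.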
NPC1 promoter act: NPC1 promoter activation. Potency, µM (titrated, usually from 9.22 µM), without a hit: top-dose activation, most hits filed as activators. Huh7 NPC1 promoter luciferase reporter, 24 h. 2.4% of 320,000 active;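 note: % of control where 0% means no effect; nearly all actives have a fitted effect of over 60% in size; reporter is driven by a mutant NPC1 promoter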
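Stably transfected Huh7 (NPC1 promoter→luciferase), 1500 cells/well in Opti-MEM + 10% FBS, 2 h settle, then compound 24 h at 37 °C. Luminescence after 10 min with Amplite reagent.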
The depositor's hits bear a star; ? = inconclusive; . = not tested or not shown; [ ] = dose if it differs, or a comment. Unless noted, calls come from the whole dose curve; as a rule, active = well fitted curve in the direction sought with a large enough effect; inconclusive = small, poorly fitted or top-dose-only effect, or another doubt; inactive = no such curve, though single readings can be large; an effect the other way counts as inactive or inconclusive. Potency is the fitted concentration of half-maximal effect.

SMILES	BRCA1 expr up	ELG1 genotox	FLuc modulator	VP16 counter	p53 reactivation	MBNL1-CUG inh	Rab9 prom act	uPA generation	RORgamma inh	NPC1 promoter act
COc1ccc(C2C(C#N)=C(N)Oc3cc(C)n(Cc4ccncc4)c(=O)c32)cc1 (stereo not drawn)	6%	2%	5%	4%	-3%	?	-1%	-3%	-3%	-4%
O=S(=O)(c1cccc(Cl)c1)N1CCN(S(=O)(=O)c2ccc3c(c2)OCCO3)CC1	64%	5%	.	.	1%	.	.	-8%	.	.
N=c1c(S(=O)(=O)c2ccc(Br)cc2)cc2c(=O)n3ccccc3nc2n1Cc1ccccc1	-13%	3%	0%	1%	16%	1%	3%	-5%	-9%	-2%
Cc1cc(NC(=O)CSc2nnc(-c3ccccc3)n2Cc2ccco2)no1	3%	-3%	-13%	5%	-5%	-19%	-5%	-3%	?	5%
CCCCOc1ccc(S(=O)(=O)NCc2csc(C)n2)cc1	-38%	1%	-1%	.	?	-6%	-8%	1%	-11%[0.365 µM]	-6%
O=C(O)c1ccc(S(=O)(=O)N2CCC(n3nnc4cc(C(F)(F)F)ccc43)CC2)cc1	23%	2%	0%	-6%	-2%	0%	-2%	2%	12%	1%
CCOc1ccccc1NC(=O)C1=C(C)NC(=O)NC1c1cccc(OC)c1OC (stereo not drawn)	0%	0%	4%	-4%	-1%	-12%	2%	5%	1%	-4%
CCCc1nc2sc3c(c2c(=O)n1N)CCC3	14%	2%	0%	2%	0%	-4%	-5%	3%	17%	-1%
COc1ccc(S(=O)(=O)Nc2ccccn2)cc1	-3%	0%	0%	-1%	4%	-18%	-3%	4%	18%	0%
Cc1cc(C)c([N+](=O)[O-])cc1NC(=O)CCSc1ccccc1Cl	-7%	-3%	-2%	-15%	-2%	-6%	-4%	-5%	30%	-4%
Cc1cc(C)nc(SC/C=C/c2ccccc2)n1	55%	11%	?	-1%	17%	2%	12%	15%	31%[1.91 µM]	11%
O=C(CC1CCCCC1)NCc1ccco1	13%	-2%	-1%	-1%	0%	6%	-5%	-3%	-20%	1%
COc1cc2oc(=O)cc(-c3ccc(-c4ccc(O)cc4)cc3)c2c(OC)c1OC	-29%	-6%	.	?	-7%	.	.	4%	-22%	.
CN(CC(=O)Nc1sccc1C#N)Cc1ccccc1	-12%	-1%	0%	12%	10%	-14%	-4%	3%	-4%	1%
Cc1ccc(-n2c(C)c(C)c3c(NCCCO)ncnc32)cc1	77%	?	19µM*	0%	18%	4%	2.5µM*	-1%	-13%	2.8µM*
CCCc1ccc(/C=C2\C(=O)c3ccccc3C(O)=C2C(=O)OCC)cc1	.	?	3.4µM*	?	?	?	2%	.	11µM*	16%
CCOC(=O)CSCC(=O)Nc1cc(C)ccc1C	2%	0%	3%	3%	-1%	-2%	-3%	.	6%	2%
Cc1cccc2cc(CN(Cc3cccs3)C(=S)NCc3ccco3)c(=O)[nH]c12	-24%	-2%	4%	-6%	-10%	4%	-6%	-4%	-9%	-6%
COc1cc2c(cc1OC)C(c1ccccc1)N(C(=O)CCl)CC2 (stereo not drawn)	-93%	?	-1%	?	-10%	-1%	-46%[inhibitor]	-6%	25µM*	-39%[inhibitor]
Cn1ncc(N=Cc2ccccc2)c1C(=O)Nc1cccc(Cl)c1	-50%	0%	2%	3%	7%	0%	1%	-2%	?	-1%
O=C1NC(c2ccncc2)C(C(=O)c2cccs2)C(O)(C(F)(F)F)N1 (stereo not drawn)	7%[1.84 µM]	0%	1%	2%	-1%	-5%	9%	2%	0%	-2%
CCOC(=O)C1=NN(c2ccccc2)C(c2ccccc2)CC1=O (stereo not drawn)	2%	1%	-2%	7%	-9%	?	-3%	-1%	-5%	0%
Cc1c(Nc2ncccc2C(=O)O)cccc1C(F)(F)F	0%	?	19µM*	-19%	1%	.	10%	23%	44%	0%
O=S1(=O)N=C(Nc2nc3c(s2)CCCC3)c2ccccc21	88%	?	0.85µM*	1.3µM*	?	-3%	1.4µM*	-9%	0.45µM*	2.5µM*

RORgamma inh, entries above that show a hit
Compound | BRCA1 expr up | p53 reactivation | Rab9 prom act | uPA generation | RORgamma inh | NPC1 promoter act
CCCc1ccc(/C=C2\C(=O)c3ccccc3C(O)=C2C(=O)OCC)cc1 | . | ? | 2% | . | 11µM* | 16%
COc1cc2c(cc1OC)C(c1ccccc1)N(C(=O)CCl)CC2 (stereo not drawn) | -93% | -10% | -46%[inhibitor] | -6% | 25µM* | -39%[inhibitor]
O=S1(=O)N=C(Nc2nc3c(s2)CCCC3)c2ccccc21 | 88% | ? | 1.4µM* | -9% | 0.45µM* | 2.5µM*

(next part)
SMILES	BRCA1 expr up	ELG1 genotox	FLuc modulator	VP16 counter	p53 reactivation	MBNL1-CUG inh	Rab9 prom act	uPA generation	RORgamma inh	NPC1 promoter act
CC(C)n1cc(CN2CCC(C(=O)Nc3cccc(-c4cccc(Cl)c4)c3)CC2)cn1	-31%	-2%	-9%	-28%	16%	-3%	-12%	?	?	-5%
COc1ccc(C(C)=O)cc1CN(c1ccccc1OC)S(=O)(=O)c1cccs1	11%	-19%	0%	-12%	2%	15%	-3%	4%	25%	-5%
CCOC(=O)Cc1csc(SCC(=O)NC2CCCC2)n1	3%	-2%	8%	.	3%	.	0%	5%	.	-2%
S=C1NC[C@H](CC2CCCCC2)N1CC1CCCCC1	-35%	-9%	5%	5µM*	2%	10%	-5%	-4%	0.89µM*	1%
CCOc1ccc(-n2cc(-c3ccccc3)c3c(=S)nc[nH]c32)cc1	-47%	2%[9.26 µM]	0%	1.1µM*	-9%	54%[activator]	-3%	20%	1µM*	1%
Cc1ccc(-c2nc(Nc3cccc(C)c3)sc2CC(=O)O)cc1	?	?	?	-8%	12%	9%	4%	-18%	11µM*	12%
N/C(=N\S(=O)(=O)c1cccs1)c1ccccc1Cl	13%	-1%	-2%	-9%	0%	-5%	-2%	-11%	15%	0%
CC(=O)N(c1ccccc1)C1SC(=O)N(c2ccccc2)C1=O (stereo not drawn)	3%	-16%	5%	-11%	0%	8%	6%	0%	-10%	-4%
CSCCC(NC(=O)c1ccc(Cl)cc1Cl)C(=O)N1CC(C)OC(C)C1 (stereo not drawn)	-13%	0%	0%	.	-3%	.	-1%	-4%	.	6%
Cc1ccc(Nc2nc(N3CCN(C)CC3)nc(N)c2[N+](=O)[O-])cc1C	.	6%	1%	?	-34%	?	1%	.	-40%	0%
CCOc1ccc2c(c1)C(N(CCN1CCOCC1)C(=S)Nc1ccccc1OC)CC(C)(C)O2 (stereo not drawn)	-12%	-1%	-3%	?	-1%	2%	-5%	7%	16µM*	-1%
Cc1c(N(C(=O)CNC(=O)c2ccccc2)C2(C(=O)NC3CCCCC3)CCCCC2)c(=O)n(-c2ccccc2)n1C	-3%	3%	-4%	-3%[10 µM]	1%	6%	-4%	0%	15%	0%
Cc1cc([N+](=O)[O-])c(C)cc1-c1ccc(/C=N/NC(=O)Cn2nnnc2N)o1	2%	1%	4%	-8%	-5%	0%	6%	-1%	17%	-6%
O=C(CNC(=O)c1ccccc1F)N/N=C/c1cc(Br)ccc1OCc1ccccc1	-5%	-2%	-1%	-8%	7%	12%	13%	11%	27%	2%
O=C(Cn1c(=O)oc2cc(S(=O)(=O)N3CCCC3)ccc21)N1CCN(C2CCCCC2)CC1	-8%	0%	1%	-3%	4%	-8%	3%	6%	23%	1%
COc1ccc(C(=O)NNC(=O)C(=O)Nc2ccc(C)cc2)cc1	-12%	3%	8%	-12%	12%	5%	-1%	0%	-31%	-6%

Record cards, from the list above:
Listed for Cc1c(N(C(=O)CNC(=O)c2ccccc2)C2(C(=O)NC3CCCCC3)CCCCC2)c(=O)n(-c2ccccc2)n1C : BRCA1 expr up: -3%; ELG1 genotox: 3%; FLuc modulator: -4%; VP16 counter: -3%[10 µM]; p53 reactivation: 1%; MBNL1-CUG inh: 6%; Rab9 prom act: -4%; uPA generation: 0%; RORgamma inh: 15%; NPC1 promoter act: 0%
Listed for CCCc1ccc(/C=C2\C(=O)c3ccccc3C(O)=C2C(=O)OCC)cc1 : BRCA1 expr up: .; ELG1 genotox: ?; FLuc modulator: 3.4µM*; VP16 counter: ?; p53 reactivation: ?; MBNL1-CUG inh: ?; Rab9 prom act: 2%; uPA generation: .; RORgamma inh: 11µM*; NPC1 promoter act: 16%
Listed for CCCc1nc2sc3c(c2c(=O)n1N)CCC3 : BRCA1 expr up: 14%; ELG1 genotox: 2%; FLuc modulator: 0%; VP16 counter: 2%; p53 reactivation: 0%; MBNL1-CUG inh: -4%; Rab9 prom act: -5%; uPA generation: 3%; RORgamma inh: 17%; NPC1 promoter act: -1%

Part of the list above, reduced to uPA generation and p53 reactivation.
SMILES | uPA generation | p53 reactivation
O=C(Cn1c(=O)oc2cc(S(=O)(=O)N3CCCC3)ccc21)N1CCN(C2CCCCC2)CC1 | 6% | 4%
COc1ccc(C(=O)NNC(=O)C(=O)Nc2ccc(C)cc2)cc1 | 0% | 12%
